Source: PubChem
UCHL1 inh – blocks human UCHL1 ubiquitin-rhodamine cleavage | 47,000 compounds, 0.2% hits | purified UCHL1, Ub-rhodamine cleavage fluorescence | inhibition, % at 20 µM | P09936
Target sequence (P09936 whole entry, looked up): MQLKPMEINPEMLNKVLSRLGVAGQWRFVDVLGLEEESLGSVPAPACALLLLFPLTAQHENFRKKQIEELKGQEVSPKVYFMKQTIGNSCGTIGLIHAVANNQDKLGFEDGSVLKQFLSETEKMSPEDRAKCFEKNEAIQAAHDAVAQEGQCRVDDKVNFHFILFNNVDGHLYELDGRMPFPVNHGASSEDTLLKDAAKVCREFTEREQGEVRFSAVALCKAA
OTUD3 block – inhibitors of human OTUD3 deubiquitinase; Q5T2D3; purified OTUD3, Ub-rhodamine fluorescence, 2 h; inhibition, % at 25 µM; 47,000 compounds, 0.7% hits
Target sequence (Q5T2D3 whole entry, looked up): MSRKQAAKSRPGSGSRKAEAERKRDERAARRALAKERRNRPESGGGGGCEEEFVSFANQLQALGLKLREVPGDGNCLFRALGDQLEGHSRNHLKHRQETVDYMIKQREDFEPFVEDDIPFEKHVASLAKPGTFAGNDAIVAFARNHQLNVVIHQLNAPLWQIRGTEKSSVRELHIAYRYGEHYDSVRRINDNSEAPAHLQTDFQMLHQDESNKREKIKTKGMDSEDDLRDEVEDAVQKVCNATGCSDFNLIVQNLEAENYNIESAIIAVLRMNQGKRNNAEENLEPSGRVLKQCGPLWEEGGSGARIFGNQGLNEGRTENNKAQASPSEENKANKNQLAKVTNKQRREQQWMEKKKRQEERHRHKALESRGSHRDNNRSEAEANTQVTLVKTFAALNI
USP7 inh – human USP7 deubiquitinase inhibition | inhibition, % at 20 µM | AID 1645854 | purified USP7, Ub-rhodamine cleavage fluorescence | 47,000 compounds, 0.3% hits | Q93009
USP17 inh – blocks human USP17 ubiquitin-rhodamine cleavage; 47,000 compounds, 6.5% hits; inhibition, % at 50 µM; purified USP17, Ub-rhodamine cleavage fluorescence, 3 h
USP28 block – human USP28 deubiquitinase inhibition; purified USP28, Ub-rhodamine cleavage fluorescence, 30 min; inhibition, % at 25 µM; 47,000 compounds, 3% hits
USP8 block – human USP8 deubiquitinase inhibition. AID 1645853. inhibition, % at 20 µM. P40818. 47,000 compounds, 4.2% hits. purified USP8, Ub-rhodamine cleavage fluorescence, 30 min
USP10 inh – inhibitors of human USP10 deubiquitinase | Q14694 | purified USP10, Ub-rhodamine fluorescence, 60 min | inhibition, % at 20 µM | 47,000 compounds, 1.1% hits | AID 1645856
USP30 inh – blocks human USP30 ubiquitin-rhodamine cleavage; AID 1645860; Q70CQ3; inhibition, % at 25 µM; 47,000 compounds, 5.3% hits; purified USP30, Ub-rhodamine cleavage fluorescence
Numbers without * were called inactive; i = inactive; nt = no result given. Cut-off read from the data, not from the text of the source: active = inhibition above about 30%; inactive = the rest.

SMILES	UCHL1 inh	OTUD3 block	USP7 inh	USP17 inh	USP28 block	USP8 block	USP10 inh	USP30 inh
Cc1nc2c(nnn2C[C@H]2CCCN2C(=O)c2ccco2)c(=O)[nH]1	-2.5	-8.4	0.0	-0.7	-10.8	-12.3	2.6	-8.5
O=C(N[C@@H]1[C@@H](c2ccccc2)[C@@H](CO)N2CCC[C@H]12)N1CCOCC1	-0.9	-6.5	-0.6	-4.5	-10.8	-1.4	-0.7	-13.5
O=C(NCc1cccnc1)c1ccc(N2CCC(NCc3cccc(C(F)(F)F)c3)CC2)cc1	0.1	-5.9	6.8	-5.4	-6.0	-5.1	-8.2	-15.3
COC(=O)c1cc2c(ccn2C)n1CC(=O)N1C(C)CCCC1C (stereo not given)	-71.3	-163.9	-72.9	-141.7	-185.2	-214.0	-10.2	i
COc1ccccc1NC(=O)COc1coc(CN2CCc3ccccc3C2)cc1=O	-2.0	-7.5	-1.1	-14.9	-14.3	-10.7	-2.5	-27.7
N#Cc1cccc(NC(=O)COC(=O)c2ccccc2OCc2ccc(Cl)cc2)c1	-0.8	2.3	-1.9	-3.7	8.4	0.0	5.1	5.9
COc1ccc(-c2noc(CCC3CCCC3)n2)cc1OC	2.6	-1.2	-30.2	3.8	-4.3	0.0	5.7	-10.3
Cc1ccc(-c2nccn3cc(C(=O)N4CCCN(C)CC4)nc23)cc1	0.0	-7.3	-0.6	-2.6	-9.9	-2.2	-2.3	-0.2
Nc1nccc(-c2cccc(OCc3ccc(Cl)cc3Cl)c2)n1	-1.9	-0.9	0.1	12.9	2.0	-0.2	-1.2	-5.6
CCS(=O)(=O)N1CCC2(CC1)CN(c1cccnc1)c1ccccc12	2.6	6.4	-5.2	-0.1	7.3	-56.9	-6.4	-0.6
O=C(NC1CCCC1)c1ccc2c(=O)n(CCc3ccccc3)c(=O)[nH]c2c1	-2.3	-4.9	3.6	14.6	-4.5	-2.8	4.2	-3.4
O=C(c1ccc(-c2cncnc2)nc1)N1CCN(c2ccc(F)cc2)CC1	2.6	-0.5	5.3	-1.9	3.0	-4.8	-0.3	4.3
Cc1ccc(-c2nnc([C@H]3CCN(c4ncccn4)C3)o2)cc1	-2.0	-1.7	-4.0	-2.0	-4.4	-2.2	-6.0	-34.9
O=C(c1ccc(S(=O)(=O)N2CCOCC2)cc1)N1CCN(C23CC4CC(CC(C4)C2)C3)CC1	-2.9	-11.5	1.0	-13.1	-13.8	-10.4	-3.5	12.4
CCc1ccc(NC(=O)N2C[C@H]3C[C@H]4[C@](C2)(CN(Cc2cccnc2)S4(=O)=O)O3)cc1	1.3	-0.1	1.6	-8.3	1.3	-10.8	0.1	2.6
Cn1c(=O)c2c(-c3ccc(C(C)(C)C)cc3)n(-c3cc4c(cc3O)CCCC4)cc2n(C)c1=O	10.5	0.0	19.6	17.7	17.8	5.0	2.1	-6.2
Cn1c(SCc2c(F)cccc2Cl)nnc1-c1ccc2c(c1)OCCCO2	1.1	12.2	-1.1	6.7	11.5	4.0	0.1	32.5*
COc1ccc(CNc2nc3c(c(=O)n2C)CN(C(=O)NC(C)(C)C)CC3)cc1	1.3	3.2	2.5	2.7	2.2	8.5	-1.8	-23.5
COCCN1C[C@H]2CN(C)c3ccccc3[C@@H]2N(C(=O)CC(C)C)CCC1=O	0.0	-1.3	-1.4	-1.5	-1.6	20.4	-4.3	-29.3
CCn1nnc2c(N3CCN(c4ccccc4OC)CC3)ncnc21	-0.8	2.6	-4.5	-13.2	-3.2	-8.4	-5.2	-39.8
CC(NC(=O)c1cccc(S(=O)(=O)N2CCCC2)c1)c1cc2ccccc2o1 (stereo not given)	-0.6	1.2	0.1	nt	7.2	0.7	-1.7	1.7
Nc1nc(-c2ccccc2)nc2nc(C3CCCNC3)ccc12 (stereo not given)	-1.4	-6.9	-2.7	-7.1	-8.1	-6.3	-3.2	-28.9
Cn1c(=O)c2c(ncn2CC(=O)OCC(=O)Nc2ccc(F)c(Cl)c2)n(C)c1=O	3.3	6.6	2.8	-1.5	12.5	17.0	0.9	26.3
CS(=O)(=O)c1ccc2nc(N(Cc3cccnc3)C(=O)c3cccc(Oc4ccccc4)c3)sc2c1	5.2	10.1	9.5	0.1	5.6	14.1	5.6	-43.3
CC(=O)c1sc(NC(=O)c2ccccc2-c2ccc(C(F)(F)F)cc2)nc1C	4.6	16.7	0.1	64.5*	17.2	-7.9	0.8	38.5*

The listing continues:
SMILES	UCHL1 inh	OTUD3 block	USP7 inh	USP17 inh	USP28 block	USP8 block	USP10 inh	USP30 inh
O=C(NCc1ccccc1)c1cccc(-c2cnc(NC3CCCCC3)nc2)c1	-2.3	-2.4	-1.0	-0.8	-7.3	0.0	3.4	1.7
Cc1c(C(=O)Oc2ccc(C#N)cc2)sc2ncn(Cc3cccc(F)c3)c(=O)c12	-0.7	-5.6	-0.7	-1.5	nt	3.9	1.4	nt
O=C(Nc1ccc2c(c1)OCO2)c1ccccc1-n1cnnn1	-0.9	-9.4	1.3	-9.5	-11.1	-7.4	-2.3	-21.2
CC(C)CNC(=O)c1cccc(N2C(=O)C(C)(C)CS2(=O)=O)c1	-0.5	7.4	3.6	5.5	5.6	-3.1	0.6	19.0
Cc1ccc(S(=O)(=O)N2CCC(C(=O)Nc3nnc(C)o3)CC2)cc1	3.1	5.6	1.1	2.6	0.1	-8.2	1.3	1.3
COc1ccc2cc3n(c2c1)CC(C)(C(=O)NC1CCCC1)N(Cc1cccnc1)C3=O (stereo not given)	-0.7	-2.4	-4.4	-22.0	-17.3	12.7	-1.6	-49.7
CCN1C(=O)C[C@@H](C(=O)NCc2nc(C)no2)[C@@H]1c1ccccc1C	0.0	1.9	0.7	-5.2	-5.0	4.2	-0.8	6.0
Cc1nc(-c2ccc(N3CCN(C(=O)C4CC(=O)N(C5CCCC5)C4)CC3)cc2)no1 (stereo not given)	2.8	7.0	6.3	17.6	9.3	6.0	1.9	29.5
O=C(Nc1nc2c(s1)CN(S(=O)(=O)C1CC1)CC2)c1c(F)cccc1F	0.1	-5.3	-3.4	-31.6	-10.2	-78.0	2.9	-19.2
COC(=O)c1ccccc1Sc1c(-c2ccccc2)nc2sccn12	4.3	10.0	8.3	12.2	2.4	2.0	0.5	3.6
CSc1nnc(-c2ccc(C(C)(C)C)cc2)n1Cc1ccccc1	3.0	4.1	-17.5	14.4	6.0	-0.3	7.0	33.1*
Cc1nn(C)c(Cl)c1CN1CCC(C(=O)Nc2cccc(-c3cccc(F)c3)c2)CC1	3.4	-13.9	-1.5	-16.1	19.2	-11.4	-5.8	-11.2
CCCCCn1c(=O)[nH]c2cc(C(=O)NC3CCC(C)CC3)ccc2c1=O (stereo not given)	0.9	13.7	10.6	1.0	5.2	0.5	1.7	16.3
c1ccc(CCNc2nc3ccccc3s2)cc1	0.0	-14.0	-14.0	-8.9	34.5*	-3.5	7.3	-9.0
CCOc1ccc(CCNC(=O)c2nnc(CS(=O)(=O)c3ccccc3)o2)cc1OCC	3.7	18.3	5.5	20.2	2.8	17.9	0.0	23.6
CCOc1ccc(C(=O)Cc2cc(OC)c(OC)cc2Br)cc1OCC	5.0	5.1	2.1	21.0	nt	0.5	-0.9	nt
Cc1cc(=O)n(CC(=O)Nc2ccc(F)cc2)c(N2CCCC2)n1	0.7	10.0	-5.5	2.7	6.3	10.3	1.8	13.4
Cc1nc(SCC(=O)c2cc3ccccc3o2)c2oc3ccccc3c2n1	-1.3	-49.5	-4.6	20.7	-24.1	-13.8	-1.8	-197.7
Nc1nc(SCc2ccc([N+](=O)[O-])cc2)[nH]c(=O)c1NC(=O)c1ccco1	2.3	-7.2	13.2	-27.2	-1.5	39.5*	23.6	-33.6
O=C(O)c1ccc2c(c1)C1(CCCCC1)CN2C(=O)c1cnc2ccccc2c1	-6.7	-64.5	-4.2	-134.3	-90.8	-129.2	-0.3	-274.2
CN1CC(c2ncn[nH]2)c2cc(C(=O)NCc3ccccc3)ccc21 (stereo not given)	-3.1	-4.8	0.6	-5.0	-8.9	2.9	-2.1	0.8
O=C(c1ccccc1)c1nnc(-c2ccccc2)o1	1.0	0.3	-2.4	17.8	-6.6	0.1	3.7	2.7
COc1ccc(CNC(=O)CC2CCN(C(=O)c3ccccc3)CC2)c(OC)c1	2.5	4.8	4.4	4.2	1.1	5.5	2.6	0.0
COc1cc2c(cc1OC)CN(C(=O)CCSc1ccccc1Cl)CC2	2.7	8.7	0.7	16.3	19.3	9.7	3.4	25.3
O=C(c1ccc(N2CCc3ccccc32)nn1)N1CCc2ccccc21	-1.3	-21.5	-1.6	51.8*	-23.5	12.5	5.8	1.4

Full records, looked up by structure.
O=C(NCc1ccccc1)c1cccc(-c2cnc(NC3CCCCC3)nc2)c1 in the list: UCHL1 inh = -2.3; OTUD3 block = -2.4; USP7 inh = -1.0; USP17 inh = -0.8; USP28 block = -7.3; USP8 block = 0.0; USP10 inh = 3.4; USP30 inh = 1.7
Cc1nc(SCC(=O)c2cc3ccccc3o2)c2oc3ccccc3c2n1 in the list: UCHL1 inh = -1.3; OTUD3 block = -49.5; USP7 inh = -4.6; USP17 inh = 20.7; USP28 block = -24.1; USP8 block = -13.8; USP10 inh = -1.8; USP30 inh = -197.7

The list continues:
SMILES	UCHL1 inh	OTUD3 block	USP7 inh	USP17 inh	USP28 block	USP8 block	USP10 inh	USP30 inh
O=C(c1cccc(S(=O)(=O)Nc2ccccc2F)c1)N1CCCC1c1cccnc1 (stereo not given)	-0.3	-3.0	1.0	1.8	-2.5	11.3	4.1	3.1
COc1ccc(CCN(C)Cc2c([C@@H]3CCCO3)[nH]c3ncccc23)cc1OC	0.3	8.7	6.3	6.7	7.3	15.8	-1.6	-6.0
CC(C)c1nc2c(NC(=O)COc3ccccc3)cccn2n1	-4.0	-18.6	-8.5	-15.6	-14.4	-6.5	-9.3	-38.9
O=C(Cc1nnc(-c2cnccn2)o1)NCc1ccc(F)c(Cl)c1	0.6	-3.1	-5.9	0.9	8.1	4.5	-1.5	-2.4
COc1ccc(NC(=O)c2cc(C)c3c(c2)-c2ccccc2S(=O)(=O)N3C)cc1OC	3.2	-7.8	5.2	4.9	1.1	-1.2	2.6	-9.4
CCCn1c(=O)c2sccc2n2c(CCC(=O)NC3CCCCCC3)nnc12	-0.1	0.2	-0.4	3.6	0.4	0.0	4.6	3.3
Cc1cc(C(=O)COc2ncnc3sccc23)c(C)n1-c1ccc2c(c1)OCO2	0.0	-1.6	-8.0	57.3*	nt	7.5	3.8	nt
O=C(c1cccc(Cl)c1)N1CCN(Cc2noc3ccccc23)CC1	-1.3	-14.5	-4.0	-15.9	-3.7	-22.3	0.0	-1.3
Cc1ccc(CCNC(=O)c2cnc3sc4c(n3c2=O)CCC4)cc1	-0.1	-1.0	2.1	-2.6	-3.8	1.3	-0.9	-7.3
Cn1ccnc1C(=O)N1C[C@@H]2CCN(c3cccnc3)C[C@@H]2C1	-4.9	-35.7	-6.4	-51.7	-57.6	-28.0	-6.7	-184.2
Cc1nnc(C(=O)Nc2ccc(C(=O)N3CCN(c4cccc(Cl)c4)CC3)cc2)s1	-3.2	-12.2	-4.2	-26.0	-10.4	-71.0	-6.3	-12.2
Cc1ccccc1-c1nc(Cn2ccnc2C)no1	0.7	2.0	0.3	8.9	32.4*	13.0	-2.8	14.4
COc1ccc(C(=O)CSc2nc(C(=O)O)c3ccccc3n2)c(OC)c1	-4.5	-20.3	-1.5	-17.0	-11.6	-12.8	5.4	-22.1
CCN1C(=O)c2cccc3c(NC(=O)c4ccc(S(=O)(=O)N5CCOCC5)cc4)ccc1c23	-3.3	-18.9	-7.6	-66.6	-10.8	-14.7	-1.7	-65.7
Cc1ccc(C)c(C(=O)CSc2nnc(C)n2Cc2ccccc2)c1	1.9	1.9	-14.4	-10.6	-3.8	0.5	1.0	5.2
COc1ccc(CNC(=O)N2CCN(c3ccccc3Cl)CC2)cc1Cl	3.5	4.4	8.3	-6.1	12.8	-13.0	6.5	9.7

Part of the list above, limited to USP28 block and UCHL1 inh.
structure	USP28 block	UCHL1 inh
COc1ccc(CCN(C)Cc2c([C@@H]3CCCO3)[nH]c3ncccc23)cc1OC	7.3	0.3
CC(C)c1nc2c(NC(=O)COc3ccccc3)cccn2n1	-14.4	-4.0
O=C(Cc1nnc(-c2cnccn2)o1)NCc1ccc(F)c(Cl)c1	8.1	0.6
COc1ccc(NC(=O)c2cc(C)c3c(c2)-c2ccccc2S(=O)(=O)N3C)cc1OC	1.1	3.2
CCCn1c(=O)c2sccc2n2c(CCC(=O)NC3CCCCCC3)nnc12	0.4	-0.1
Cc1cc(C(=O)COc2ncnc3sccc23)c(C)n1-c1ccc2c(c1)OCO2	nt	0.0
